Screens: PubChem, several laboratories
M1AAP inhibition = P. falciparum M1AAP inhibitors, biochemical, fluorogenic H-Leu-NHMec substrate, 1536-well (AID 1445) | recombinant M1AAP, H-Leu-NHMec fluorogenic kinetic assay; higher % means a stronger effect | inhibition, % at 30 µM, or IC50 in µM where a hit was titrated | 220,000 tested, 0.42% active;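 active = primary inhibition above the hit cutoff, then over 50% inhibition at one or more dose response concentrations, cut at about 23% in these data, passing the limit was not always enough; inconclusive = conflicting primary data, or primary hits not chosen for dose response; inactive = low primary inhibition, or under 50% at every dose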;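 note: plate controls were DMSO full reaction for no effect and no enzyme background for full effect; strong numbers were not always called active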
GPR55 activation = GPR55 agonists via beta-arrestin recruitment, primary screen, imaging, U2OS cells, beta-arrestin-GFP redistribution (AID 1961) | 290,000 tested, 0.048% active | U2OS GPR55 beta-arrestin-GFP redistribution imaging; higher % means a stronger effect | activation, % at 10 µM; hits with a dose series show EC50 in µM | G-protein coupled receptor 55 (Homo sapiens);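 active = activation above 40% with more than 50 cells counted in the well; inconclusive = wells holding fewer than 50 cells, flagged as toxic or sparse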;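 note: U2OS osteosarcoma cells stably expressing GPR55 and beta-arrestin-GFP; plate controls were DMSO negative control for no effect and LPI positive control for full effect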
Dynein cargo inh = inhibitors of GR-EGFP nuclear translocation, primary screen, dynein cargo transport inhibitor project, imaging, high-content, 3617.4 mouse cells; test concentration mostly 20 µM; stimulated with dexamethasone, 1 µM; active compounds read low; z-score, hits read low; 220,000 tested, 0.47% active;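 active = plate z-score of nuclear minus cytoplasmic receptor signal below a set negative limit, without overly bright fluorescence or cell loss, cut at about -3.5 in these data, passing the limit was not always enough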;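 note: z-score of nuclear minus cytoplasmic ring GR-EGFP intensity difference per well; some compounds called inactive have numbers as strong as hits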
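Also added: dexamethasone, 1.0 µM final. Medium: tet-free, stripped-serum medium. Detection: fixed, Hoechst-stained cells imaged at 10x for EGFP. Read-out: nuclear-to-cytoplasmic GR-EGFP distribution per well. Times: induction 48 h, compound 1 h, agonist 30 min.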
AID2073 = inhibitors of Mint1-CaV2.2 protein interaction, biochemical, HTRF (AID 2073); 290,000 tested, 0.19% active; HTRF protein-protein interaction, Mint1-CaV2.2; higher % means a stronger effect; Voltage-dependent N-type calcium channel subunit alpha-1B (Homo sapiens); one-dose inhibition, % at 20 µM; IC50 in µM for titrated hits; in the data active = inhibition mostly above about 51%, no sharp cut-off; inconclusive = no clear call, values can overlap the other calls; inactive = mostly below about 53%; note: some results filed as inactive read as strong as hits
KOR beta-arrestin-1 = KOR antagonists, beta-arrestin recruitment, cell-based, luminescence, uHTS (AID 1778); 290,000 tested, 0.091% active; Kappa-type opioid receptor (Homo sapiens); inhibition, % at 10 µM; hits with a dose series show IC50 in µM; KOR beta-arrestin recruitment, luminescence, antagonist mode; higher % means a stronger effect; note: strong numbers were not always called active
KOR beta-arrestin-2 = KOR agonists, beta-arrestin recruitment, primary screen, cell-based, luminescence, uHTS (AID 1777). 280,000 tested, 0.02% active. Kappa-type opioid receptor (Homo sapiens). KOR beta-arrestin recruitment, luminescence; higher % means a stronger effect. activation, % at 10 µM; hits with a dose series show EC50 in µM; in the data active = activation above about 50%, passing the limit was not always enough; note: a part of the inactive calls stands beside numbers as strong as those of hits
NOD1 inhibition = NOD1 signaling inhibitors, primary screen, cell-based, luminescence, uHTS (AID 1578) | NOD1-driven NF-kB luciferase reporter cells, luminescence; higher % means a stronger effect | 290,000 tested, 1% active | inhibition, % at 4 µM; hits with a dose series show EC50 in µM; in the data active = inhibition mostly above about 36%, no sharp cut-off; inactive = mostly below about 34%;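 note: HEK-293T reporter cells stimulated with the NOD1 agonist gamma-tri-DAP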
M17LAP inhibition = P. falciparum M17LAP inhibitors, primary screen, biochemical, fluorogenic H-Leu-NHMec substrate, 1536-well (AID 1619); 220,000 tested, 0.38% active; inhibition, % at 30 µM; hits with a dose series show IC50 in µM; Leucine aminopeptidase (Plasmodium falciparum (isolate 3D7)); recombinant M17LAP, H-Leu-NHMec fluorogenic kinetic assay; higher % means a stronger effect;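 active = compound inhibiting the enzyme by more than half at any dose during confirmatory dose-response retesting; inconclusive = strong single-dose inhibitors picked by rank but not retested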;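 note: plate controls were full reaction with DMSO carrier for no effect and no enzyme background for full effect; strong numbers were not always called active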
HEK293 NOD2/NF-kB = NOD2 signaling inhibitors, cell-based, luminescence, uHTS, HEK293 (AID 1566); HEK293 NOD2/NF-kB luciferase reporter, luminescence; higher % means a stronger effect; inhibition, % at 4 µM, or EC50 in µM where a hit was titrated; 290,000 tested, 0.63% active; note: many of its hits are not listed in these tables
Dynein cargo inh cytoplasmic EGFP = recorded beside Dynein cargo inh, whose call it bears; z-score; measured here: cytoplasmic GR-EGFP intensity; active compounds read high
Dynein cargo inh nuclear GR-EGFP = also measured in Dynein cargo inh; calls as there; z-score; measured here: nuclear GR-EGFP intensity;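 lower value marks the stronger effect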
Dynein cargo inh cell count = second read-out of Dynein cargo inh, no call of its own (marks repeat the call); z-score; measured here: cell count per field
Active calls of the source: *; ? = inconclusive; nt = no result given; [ ] = remark or other dose. Cut-off read from the data, not from the text of the source, unless noted: active = inhibition above about 50%; inactive = the rest. A portion of the library; count on the stated rates, not on these rows.

mol,M1AAP inhibition,GPR55 activation,Dynein cargo inh,Dynein cargo inh cytoplasmic EGFP,Dynein cargo inh nuclear GR-EGFP,Dynein cargo inh cell count,AID2073,KOR beta-arrestin-1,KOR beta-arrestin-2,NOD1 inhibition,M17LAP inhibition,HEK293 NOD2/NF-kB
CCOc1ccccc1/C=N/n1c(COc2ccccc2)n[nH]c1=S,nt,0.6%,nt,nt,nt,nt,-12%,-11%,0.7%,-4%,nt,-12%
COc1ccc(-c2nc3ccccn3c2Cl)cc1,nt,-0.1%,nt,nt,nt,nt,10%,11%,-3.3%,-14%,nt,-135%
O=C(Nc1ccccn1)c1ccc(COc2ccccc2Cl)o1,-3%,-0.1%,-0.24,-0.26,0.18,-0.053,2%,-15%,-2.8%,2%,-2%,-51%
O=C(NCCN1CCN(c2ccccc2)CC1)Nc1ccc(Cl)cc1,nt,0.0%,nt,nt,nt,nt,2%,8%,0.2%,0%,nt,17%
COCCN(C(=O)CSc1nnc(-c2ccc(Cl)cc2)o1)c1c(N)n(CC(C)C)c(=O)[nH]c1=O,nt,0.3%,nt,nt,nt,nt,0%,4%,11%,-9%,nt,-2%
Cc1ccc(C)c(NC(=S)Nc2cccnc2)c1,-1%,0.5%,-1.2,-0.3,-0.71,1,9%,2%,-6.0%,-20%,10%,-8%
CC(=O)N1CCN2C(=O)C1CCCC(=O)c1cc(C(C)C)ccc12 (stereo not drawn),10%,0.0%,0.27,0.0057,0.082,0.85,18%,0%,-3.2%,-19%,-1%,3%
CCC(CC)NC(=O)c1ccc(Cl)cc1,1%,-0.8%,1.6,-0.31,0.41,-0.6,5%,-5%,3.7%,-15%,6%,23%
Cc1cc(Cl)c2oc(C(=O)N(C)Cc3cc(C)[nH]n3)c(C)c2c1,nt,-0.1%,nt,nt,nt,nt,6%,-4%,0.2%,-11%,nt,24%
CCNC(=S)N(Cc1cc2c(C)ccc(C)c2[nH]c1=O)C1CCCC1,0%,-0.1%,-0.91,-0.32,-0.38,0.39,-18%,-31%[20 µM],nt,-18%,11%,20%
O=C1Cc2ccccc2N1c1ccccc1,-1%,-0.2%,0.032,-0.23,0.67,-0.048,-2%,-14%,0.9%,-7%,3%,-8%
CCOC(=O)c1[nH]c(C)c(C(=O)OCC(=O)N(CC)C2CCS(=O)(=O)C2)c1C (stereo not drawn),-2%,0.3%,-1,0.11,-0.28,0.9,-7%,-26%,-0.3%,9%,4%,-11%
Cc1cc2cc(C#N)c(SCC(=O)Nc3nonc3C)nc2cc1C,nt,-0.1%,nt,nt,nt,nt,?,5%,3.2%,-30%,nt,-10%
O=C(c1ccco1)N1N=C(c2ccccc2)CC1c1ccc2nccnc2c1 (stereo not drawn),5%,0.0%,0.059,-0.24,-0.082,-0.21,4%,20%,0.8%,6%,13%,14%
O=C(NC1CCCCC1)c1ccc(Br)o1,3%,-0.1%,-0.18,-0.2,0.032,0.26,-3%,-32%,-1.6%,-32%,2%,-6%

Two compounds from above with just NOD1 inhibition and Dynein cargo inh cell count:
smiles	NOD1 inhibition	Dynein cargo inh cell count
O=C(c1ccco1)N1N=C(c2ccccc2)CC1c1ccc2nccnc2c1 (stereo not drawn)	6%	-0.21
O=C(Nc1ccccn1)c1ccc(COc2ccccc2Cl)o1	2%	-0.053

New compounds follow.
mol,M1AAP inhibition,GPR55 activation,Dynein cargo inh,Dynein cargo inh cytoplasmic EGFP,Dynein cargo inh nuclear GR-EGFP,Dynein cargo inh cell count,AID2073,KOR beta-arrestin-1,KOR beta-arrestin-2,NOD1 inhibition,M17LAP inhibition,HEK293 NOD2/NF-kB
O=c1c2[nH]c3ccc(F)cc3c2ncn1Cc1ccncc1,0%,0.0%,-0.79,-0.25,-0.6,1.1,15%,22%,-1.6%,-6%,-6%,3%
Nc1ccccc1Sc1nc2ccccc2[nH]1,11%,-1.1%,0.86,-0.3,0.66,-0.86,27%,-50%,0.1%,-39%,3%,-18%
CCOC(=O)C(C)n1cnc2c(nnn2-c2cccc(Cl)c2)c1=O (stereo not drawn),6%,-0.1%,0.34,0.018,0.24,-0.08,-6%,-32%,-0.2%,-19%,-3%,0%
CC(C)=CC(=O)Nc1ccc(S(=O)(=O)Nc2ccccn2)cc1,-1%,-0.1%,-0.86,-0.24,-0.27,0.38,6%,-27%[20 µM],-1.4%,0%,1%,10%
CN1C(=O)C(c2ccccc2[N+](=O)[O-])C(=O)c2ccccc21 (stereo not drawn),nt,-0.1%,nt,nt,nt,nt,1%,25%,0.8%,1%,nt,9%
CSCC[C@H](NC(=O)OC(C)(C)C)c1nnc(SCC(=O)Nc2ccc(C)cc2C)o1,2%,-0.1%,-0.63,-0.069,-0.39,0.15,-14%,-23%,-1.2%,-34%,21%,4%
Cc1cccc(NC(=S)NC(C)C(c2cccs2)N2CCN(C)CC2)c1C (stereo not drawn),4%,-0.1%,-0.55,-0.23,0.056,1.1,2%,-8%,nt,-9%,-9%,14%
CCOC(=O)c1c(NC(=O)CN2CCOCC2)sc2c1CCCC2=O,3%,0.2%,0.81,-0.041,0.89,-0.19,10%,-26%,4.5%,-11%,34%,6%
COc1ccc(-c2nnn(CCc3nn[nH]n3)n2)cc1OC,-1%,-0.1%,0.15,0.33,0.52,-0.15,-6%,24%,17%,-39%,5%,-3%
CCC/C(=N\NC(=O)CNC(=O)c1ccc(Cl)cc1)c1ccccc1,8%,-0.2%,0.59,-0.35,0.23,-0.29,16%,14%,-2.8%,-4%,7%,11%
Cc1ccc(-c2cc(C(=O)N3CCN(c4ncccn4)CC3)c3cc(Br)ccc3n2)o1,0%,-0.1%,-1.7,0.4,-0.33,-1.3,-35%,9%[20 µM],-5.4%,-13%,-6%,8%
Cc1ccc(NC(=O)/C=N/OCC(=O)NCc2ccccc2Cl)cc1,3%,-0.2%,-0.58,-0.21,0.13,0.85,19%,13%,-2.4%,1%,-2%,2%
CCOc1ccccc1OCCCC(=O)NCCc1ccc(S(N)(=O)=O)cc1,nt,0.2%,nt,nt,nt,nt,7%,0%,-4.7%,-11%,nt,1%
CC1=C(C(=O)OC(C)(C)C)C(c2ccco2)C(C#N)=C(N)O1 (stereo not drawn),10%,0.2%,-0.18,-0.24,-0.088,-0.52,8%,-29%,3.7%,-4%,-10%,0%
CCN(CC)S(=O)(=O)c1cccc2c(N(C)C)cccc12,17%,0.6%,-0.21,-0.18,0.31,-0.77,?,-43%,1.9%,17%,-6%,17%

Next part:
mol,M1AAP inhibition,GPR55 activation,Dynein cargo inh,Dynein cargo inh cytoplasmic EGFP,Dynein cargo inh nuclear GR-EGFP,Dynein cargo inh cell count,AID2073,KOR beta-arrestin-1,KOR beta-arrestin-2,NOD1 inhibition,M17LAP inhibition,HEK293 NOD2/NF-kB
O=C(Nc1ccc(Cl)cc1C(F)(F)F)C(Sc1nnc(-c2cccs2)o1)c1ccccc1 (stereo not drawn),7%,0.2%,-0.62,-0.27,-0.12,2.2,-4%,-71%,15%,12%,5%,-67%
Cc1ccc2c(N)c(C(=O)c3ccccc3)sc2n1,2%,0.4%,0.49,-0.22,-0.17,0.95,-36%,-1%,1.4%,-4%,-1%,-74%
Cc1cccc(NC(=O)CSc2cccc3cccnc23)c1C,nt,0.4%,nt,nt,nt,nt,1%,-10%[20 µM],-5.0%,-34%,nt,26%
Cn1nnnc1SCC(=O)N1CCN(c2cccc(Cl)c2)CC1,3%,-0.1%,-1.1,-0.38,-0.38,1.1,-4%,18%,1.5%,-25%,3%,-32%
O=C(Nc1cccc(C(=O)O)c1)/C(=C\c1ccco1)NC(=O)c1ccc(Br)o1,nt,-0.3%,nt,nt,nt,nt,11%,1%,1.3%,-31%,nt,-1%
COc1ccc(S(=O)(=O)NCc2ccco2)cc1-c1nnc2c3ccccc3c(C)nn12,4%,-0.1%,1.1,-0.22,0.82,-1.3,2%,12%,0.2%,-8%,8%,13%
N#CC(C(=O)c1ccccc1Cl)=C1SCCCS1,9%,-0.1%,0.21,-0.19,-0.15,-0.76,9%,14%,-4.2%,-3%,2%,10%
COc1ccccc1NC(=O)c1cc2c(s1)-c1ccccc1S(=O)(=O)C2,3%,0.0%,-1.1,-0.26,-0.12,1.3,15%,-3%,3.9%,-13%,-7%,23%
CN(Cc1cnccn1)C(=O)CC1C(=O)NCCN1Cc1ccc(F)cc1Cl (stereo not drawn),nt,0.3%,nt,nt,nt,nt,-4%,-19%,5.0%,-19%,nt,-1%
COCCSc1ccccc1C(=O)Nc1ccc2c(c1)OCCO2,6%,0.2%,0.49,0.13,0.66,0.34,2%,14%,-1.0%,-18%,12%,16%
CC(Nc1cccc(F)c1)C(=O)Nc1ccc(S(N)(=O)=O)cc1 (stereo not drawn),8%,-0.5%,-1.4,-0.32,-0.72,0.63,1%,8%,-3.0%,-39%,-3%,10%
O=C(CN1C(=O)CCS(=O)(=O)c2ccccc21)Nc1ccccc1F,nt,-0.1%,nt,nt,nt,nt,2%,-12%,1.5%,-14%,nt,14%
Cc1[nH]n(-c2ccccc2)c(=O)c1CCOC(=O)c1cccc(C(F)(F)F)c1,20%,0.7%,-0.97,-0.21,-0.71,0.45,4%,-18%,-0.7%,10%,-3%,11%
O=C(Cn1c(=O)c2cccn2c2cccnc21)N1CCN(c2ccccc2F)CC1,nt,0.3%,nt,nt,nt,nt,9%,-28%,-6.5%,-5%,nt,8%
O=C(CCSc1nc2ccccc2s1)N/N=C/c1c(O)ccc2ccccc12,6%,0.5%,-0.4,-0.22,0.14,1.1,16%,-42%,13%,-34%,14%,11%
COc1ccccc1N(CC(=O)NCCSc1ccccn1)S(=O)(=O)c1ccccc1,nt,0.5%,nt,nt,nt,nt,5%,24%,-3.0%,-4%,nt,14%
S=c1[nH]cc(Cc2ccccc2)s1,2%,-0.1%,0.52,0.36,0.26,-1,-16%,4%,-0.9%,-35%,-13%,-11%
Cc1ccccc1C(=O)NC(=S)Nc1ccc2[nH]c(=O)[nH]c2c1,6%,1.5%,-0.25,-0.36,-0.43,0.58,-4%,21%,-3.3%,-32%,0%,8%
